aSyn rescue: inhibitors of alpha-synuclein toxicity in yeast | 370,000 compounds, 0.14% hits | Potency, µM (doses to about 46.1 µM), without a hit: at the top dose growth rescue (activation), hits mostly activators | Yeast expressing alpha-synuclein, growth rescue, BacTiter-Glo, 24 h | AID 652106; further: % of control where 0% means no effect; nearly all actives have a fitted effect of over 65% in size
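Readout is rescue of growth in alpha-synuclein-expressing yeast, so inhibitors of toxicity appear as activators. Growth after 24 hr at 30 deg C in galactose medium is quantified by luminescence.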
EPAC2 ag: agonists of human EPAC2 (RAPGEF4); EPAC2 activation, biochemical qHTS; response scale: 100% = 6.5 mM cAMP response; Potency, µM (series often up to 154 µM), without a hit: at the highest dose activation, actives largely listed as activators; 360,000 compounds, 0.079% hits; further: nearly all actives have a fitted effect of over 50% in size
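Each well held 100 nM EPAC2, 250 nM RAP1B-BODIPY-GDP and 50 uM GDP. Fluorescence, read at 5-min intervals to 30 min, was referenced to a 6.5 mM cAMP positive control.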
EPAC2 antag: blocks human EPAC2 exchange factor; AID 720708; Potency, µM (highest dose often 114 µM), for the others: at the top dose activity, negative = inhibition, actives largely listed as inhibitors; 360,000 compounds, 0.18% hits; Q8WZA2; EPAC2 GEF exchange of Rap1B-BODIPY-GDP, fluorescence; further: on the % scale 0 is the no-effect control and ±100 the full control effect; nearly all actives have a fitted effect of over 45% in size; many of its hits are not listed in these tables
EPAC1 antag: blocks human EPAC1 exchange factor; Potency, µM (series often up to 115 µM), for inactives: top-dose activity change, negative = inhibition, actives largely listed as inhibitors; EPAC1 GEF assay, Rap1b-BODIPY-GDP exchange fluorescence; 360,000 compounds, 0.14% hits; O95398;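 further: plate controls were vehicle for no effect and positive control for full effect; nearly all actives have a fitted effect of over 50% in size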
PTHR1 ag: PTHR1 (human) receptor agonism. Q03431. HEK293 GP2 PTHR1 cells, GloSensor cAMP luminescence, 1 h. Potency, µM (doses to about 115 µM), for the others: at the top dose activation, hits mostly activators. 410,000 compounds, 0.075% hits. AID 743266; further: nearly all actives have a fitted effect of over 55% in size; some results filed as inactive show a strong effect at the top dose; inactives centre near -15; many of its hits are not listed in these tables
Target sequence (Q03431 whole entry, looked up): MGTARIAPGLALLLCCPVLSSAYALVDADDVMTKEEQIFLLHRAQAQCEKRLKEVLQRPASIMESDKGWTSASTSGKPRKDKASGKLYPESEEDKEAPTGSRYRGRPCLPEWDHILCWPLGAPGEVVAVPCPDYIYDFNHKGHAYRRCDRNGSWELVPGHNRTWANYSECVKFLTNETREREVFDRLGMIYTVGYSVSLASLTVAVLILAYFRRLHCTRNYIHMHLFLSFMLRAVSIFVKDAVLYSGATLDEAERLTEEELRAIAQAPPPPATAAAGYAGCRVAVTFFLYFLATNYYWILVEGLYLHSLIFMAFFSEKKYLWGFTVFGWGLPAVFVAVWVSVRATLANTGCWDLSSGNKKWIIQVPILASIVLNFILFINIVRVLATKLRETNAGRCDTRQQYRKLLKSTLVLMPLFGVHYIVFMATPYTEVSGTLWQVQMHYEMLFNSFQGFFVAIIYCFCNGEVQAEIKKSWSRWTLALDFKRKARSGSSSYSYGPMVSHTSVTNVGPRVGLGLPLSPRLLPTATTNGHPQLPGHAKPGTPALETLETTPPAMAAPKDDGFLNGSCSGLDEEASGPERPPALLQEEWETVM
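HEK-293-derived GP2 cells expressing PTHR1 and a GloSensor cAMP reporter, 3,000/well, plated overnight, given luciferin plus IBMX (each 0.5 mM as added) for 1 h at 37 °C, then compound for 1 h at 37 °C. Luminescence was read after 15 min at room temperature.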
EPAC1 ag: EPAC1 (human) agonism. O95398. EPAC1 agonist qHTS, biochemical assay; response scale: 100% = response to 6.5 mM cAMP. Potency, µM (series often up to 154 µM), inactives show top-dose activation, most hits filed as activators. 360,000 compounds, 0.073% hits; further: nearly all actives have a fitted effect of over 60% in size
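Normalized to 6.5 mM cAMP, activity reflects EPAC1-catalysed release of BODIPY-GDP from Rap1B, followed kinetically over 30 min at 480 nm excitation, 540 nm emission. Reaction contained 100 nM EPAC1, 250 nM Rap1B-BODIPY-GDP, 50 uM GDP.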
TDP43 rescue: inhibitors of TDP-43 toxicity in yeast | TDP-43 expressing yeast growth rescue, BacTiter-Glo, 24 h | Potency, µM (top dose mostly 46.1 µM), inactives show top-dose growth rescue (activation), actives largely listed as activators | 410,000 compounds, 1.8% hits; further: % of control where 0% means no effect; nearly all actives have a fitted effect of over 50% in size
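Yeast cells expressing TDP-43 under galactose induction are exposed to compounds for 24 hr at 30 deg C. BacTiter-Glo luminescence measures growth, so protective compounds score as activators.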
FUS yeast rescue: rescues growth of FUS-expressing yeast; S. cerevisiae FUS-expressing, growth rescue, OD600, 24 h; Potency, µM (doses to about 76.6 µM), without a hit: at the highest dose growth rescue (activation), usual class: activators; 390,000 compounds, 0.24% hits; AID 1347120;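 further: plate controls were DMSO vehicle for no effect and reference control for full effect; nearly all actives have a fitted effect of over 55% in size; some results filed as inactive show a strong effect at the top dose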
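Yeast expressing FUS under galactose induction, OD 0.005 in 2% galactose medium; compounds in a dilution series, 24 h at 30C. Growth rescue by absorbance at 600 nm; CP55940 positive control, DMSO negative.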
* hit, by the source's call; [ ] = another dose, or the depositor's remark. The call rests on the fitted dose curve; in most records, active means well fitted curve in the direction sought with a large enough effect; inconclusive means small, poorly fitted or top-dose-only effect, or another doubt; inactive means no such curve, though single readings can be large; an effect the other way counts as inactive or inconclusive. Potency means the concentration at half of the fitted maximal effect. Not all compounds are listed, so the mix of outcomes need not match the whole.

What do the screens show for `OC[C@@H]1CN(Cc2ccc(Cl)cc2)C[C@H](n2cnc3c(N4CCOCC4)ncnc32)O1`?
aSyn rescue: 0%; EPAC2 ag: -1%; EPAC2 antag: 5%; EPAC1 antag: -11%; PTHR1 ag: -19%; EPAC1 ag: 5%; TDP43 rescue: 14%; FUS yeast rescue: 4%

What do the screens show for `CCCN(CCC)CCNC(=O)C1CC(=O)N(c2ccc(OC)cc2)C1c1ccc(OC)cc1` (stereo not drawn)?
aSyn rescue: 11%; EPAC2 ag: -2%; EPAC2 antag: -2%; EPAC1 antag: -17%; PTHR1 ag: inactive; EPAC1 ag: 9%; TDP43 rescue: 24%; FUS yeast rescue: 44%

Results for Cc1cccc(CC(=O)NC2CCN(C)CC2)c1 ?
aSyn rescue: 5%; EPAC2 ag: -3%; EPAC2 antag: 3%; EPAC1 antag: 0%; PTHR1 ag: inactive; EPAC1 ag: 3%; TDP43 rescue: 21%; FUS yeast rescue: -17%

What do the screens show for `CCOc1ccc(-n2c(Cc3cc(=O)[nH]c(=O)[nH]3)nnc2SC(C)C)cc1`?
aSyn rescue: 1%; EPAC2 ag: 9%; EPAC2 antag: 3%; EPAC1 antag: -4%; PTHR1 ag: -15%[57.5 µM]; EPAC1 ag: 5%; TDP43 rescue: 5%; FUS yeast rescue: 6%

Results for Cc1cc(NC(=O)/C=C\C(=O)O)c([N+](=O)[O-])cc1C ?
aSyn rescue: 3%; EPAC2 ag: 4%; EPAC2 antag: 15%; EPAC1 antag: -16%; PTHR1 ag: -18%; EPAC1 ag: -4%; TDP43 rescue: 22µM*; FUS yeast rescue: 1%

Results for O=C(CCCN1C(=O)c2cccc3cccc(c23)C1=O)Nc1ccon1 ?
aSyn rescue: 0%; EPAC2 ag: 16%; EPAC2 antag: 5%; EPAC1 antag: 10%; PTHR1 ag: inactive; EPAC1 ag: 12%; TDP43 rescue: -19%[9.22 µM]; FUS yeast rescue: 42%

What do the screens show for `Cc1c(OC(C)C(=O)NCCCN2CCOCC2)ccc2c1oc(=O)c1ccccc12` (stereo not drawn)?
aSyn rescue: 5%; EPAC2 ag: 4%; EPAC2 antag: -10%; EPAC1 antag: -8%; PTHR1 ag: inactive; EPAC1 ag: -4%; TDP43 rescue: -14%; FUS yeast rescue: 6%

Results for CCn1nc(C)c(CNC(=O)CC2C(=O)NCCN2CC(C)C)c1C (stereo not drawn) ?
aSyn rescue: -3%; EPAC2 ag: -4%; EPAC2 antag: -7%; EPAC1 antag: -16%; PTHR1 ag: -8%; EPAC1 ag: -8%; TDP43 rescue: 1%; FUS yeast rescue: 8%

What do the screens show for `CC(C(=O)Nc1ccccc1-c1ccccc1)N1CCN(S(=O)(=O)c2ccccc2)CC1` (stereo not drawn)?
aSyn rescue: 5%; EPAC2 ag: 3%; EPAC2 antag: -2%; EPAC1 antag: -6%; PTHR1 ag: inactive; EPAC1 ag: 4%; TDP43 rescue: 10%

Results for O=C(COc1ccc2ccccc2c1Br)N1CCCC1 ?
aSyn rescue: 5%; EPAC2 ag: 2%; EPAC2 antag: -27%; EPAC1 antag: inconclusive; PTHR1 ag: -9%; EPAC1 ag: 8%; TDP43 rescue: 11µM*; FUS yeast rescue: 9%

What do the screens show for `CCOC(=O)C1CCCN(S(=O)(=O)c2cc(OCC(N)=O)c(C)cc2Cl)C1` (stereo not drawn)?
aSyn rescue: -4%; EPAC2 ag: -3%; EPAC2 antag: 12%; EPAC1 antag: 5%; PTHR1 ag: inactive; EPAC1 ag: -6%; TDP43 rescue: 8%; FUS yeast rescue: 17%

Results for CCOC(=O)N1CCN(S(=O)(=O)c2c(C)nc3scc(C)n3c2=O)CC1 ?
aSyn rescue: inconclusive; EPAC2 ag: 4%; EPAC2 antag: 3%; EPAC1 antag: -6%; PTHR1 ag: inactive; EPAC1 ag: -9%; TDP43 rescue: 24%; FUS yeast rescue: -15%

What do the screens show for `CCN1CCN(C(=O)c2ccc3nc(-c4ccccc4)c(-c4ccccc4)nc3c2)CC1`?
aSyn rescue: 1%; EPAC2 ag: -4%; EPAC2 antag: -1%; EPAC1 antag: -2%; PTHR1 ag: inactive; EPAC1 ag: -10%; TDP43 rescue: -3%; FUS yeast rescue: 18%

How did C=CCOC(=O)C1=C[C@H](c2ccc(C(F)(F)F)cc2)[C@@H](CCCO)[C@H](OCC)O1 do in these assays?
aSyn rescue: 5%; EPAC2 ag: -1%; EPAC2 antag: -18%; EPAC1 antag: -20%; PTHR1 ag: -64%[inhibitor]; EPAC1 ag: -22%; TDP43 rescue: inconclusive; FUS yeast rescue: inconclusive

What do the screens show for `CCN(Cc1nc2cc(Cl)ccc2c(=O)[nH]1)C(=O)c1ccc(C)c(NC(=O)c2ccco2)c1`?
aSyn rescue: 3%[1.84 µM]; EPAC2 ag: 3%; EPAC2 antag: -3%; EPAC1 antag: 1%; PTHR1 ag: -3%; EPAC1 ag: 7%; TDP43 rescue: 10%; FUS yeast rescue: 31%

Retrieved by compound from the list above:
Results for Cc1cccc(CC(=O)NC2CCN(C)CC2)c1 ?
aSyn rescue: 5%; EPAC2 ag: -3%; EPAC2 antag: 3%; EPAC1 antag: 0%; PTHR1 ag: inactive; EPAC1 ag: 3%; TDP43 rescue: 21%; FUS yeast rescue: -17%

What do the screens show for `CCN(Cc1nc2cc(Cl)ccc2c(=O)[nH]1)C(=O)c1ccc(C)c(NC(=O)c2ccco2)c1`?
aSyn rescue: 3%[1.84 µM]; EPAC2 ag: 3%; EPAC2 antag: -3%; EPAC1 antag: 1%; PTHR1 ag: -3%; EPAC1 ag: 7%; TDP43 rescue: 10%; FUS yeast rescue: 31%

Results for Cc1cc(NC(=O)/C=C\C(=O)O)c([N+](=O)[O-])cc1C ?
aSyn rescue: 3%; EPAC2 ag: 4%; EPAC2 antag: 15%; EPAC1 antag: -16%; PTHR1 ag: -18%; EPAC1 ag: -4%; TDP43 rescue: 22µM*; FUS yeast rescue: 1%

What do the screens show for `OC[C@@H]1CN(Cc2ccc(Cl)cc2)C[C@H](n2cnc3c(N4CCOCC4)ncnc32)O1`?
aSyn rescue: 0%; EPAC2 ag: -1%; EPAC2 antag: 5%; EPAC1 antag: -11%; PTHR1 ag: -19%; EPAC1 ag: 5%; TDP43 rescue: 14%; FUS yeast rescue: 4%

Following part:
Results for O=C(COC(=O)C1CC(=O)N(c2nc(-c3ccccc3)cs2)C1)c1ccccc1 (stereo not drawn) ?
aSyn rescue: 11%; EPAC2 ag: 12%; EPAC2 antag: 1%; EPAC1 antag: 4%; PTHR1 ag: inactive; EPAC1 ag: 6%; TDP43 rescue: inconclusive; FUS yeast rescue: 19%

How did CCn1cc(/C=C(/C#N)S(=O)(=O)c2ccccc2)cn1 do in these assays?
aSyn rescue: -12%; EPAC2 ag: -3%; EPAC2 antag: 15%; EPAC1 antag: 3%; PTHR1 ag: -6%[57.5 µM]; EPAC1 ag: -3%; TDP43 rescue: -2%; FUS yeast rescue: inconclusive

What do the screens show for `COc1ccc([N+](=O)[O-])cc1COc1cc(C)cc2oc(=O)cc(-c3ccccc3)c12`?
aSyn rescue: 0%; EPAC2 ag: 3%; EPAC2 antag: -1%; EPAC1 antag: 2%; PTHR1 ag: -58%[inhibitor]; EPAC1 ag: 1%; TDP43 rescue: -7%; FUS yeast rescue: -9%

Results for Cc1ccc(O)c(/C=N/NC(=O)COc2ccc3c(C)cc(=O)oc3c2)c1 ?
aSyn rescue: -3%; EPAC2 ag: -10%; EPAC2 antag: 14%; EPAC1 antag: -5%; PTHR1 ag: inconclusive; EPAC1 ag: -9%; TDP43 rescue: -12%; FUS yeast rescue: 35%

What do the screens show for `C=CC[C@@]12C=C(OC)C(=O)C(OC)=C1O[C@H](c1ccc3c(c1)OCO3)[C@H]2C`?
aSyn rescue: 6%; EPAC2 ag: 0%; EPAC2 antag: -5%; EPAC1 antag: -2%; PTHR1 ag: -29%; EPAC1 ag: -11%; TDP43 rescue: inconclusive; FUS yeast rescue: 2%

Results for Cc1ccc(S(=O)(=O)NC(Cc2ccccc2)C(=O)NN)cc1 (stereo not drawn) ?
aSyn rescue: -1%; EPAC2 ag: 0%; EPAC2 antag: 2%; EPAC1 antag: 1%; PTHR1 ag: -9%; EPAC1 ag: 9%; TDP43 rescue: 2%; FUS yeast rescue: 7%

What do the screens show for `COc1ccc(-c2csc(N(CC3CCCO3)C(=O)c3ccco3)n2)cc1` (stereo not drawn)?
aSyn rescue: -2%; EPAC2 ag: 15%; EPAC2 antag: -5%; EPAC1 antag: -3%; PTHR1 ag: inactive; EPAC1 ag: 21%; TDP43 rescue: inconclusive; FUS yeast rescue: 19%

What do the screens show for `COc1cccc(NC(=O)c2ccc3c(c2)OCCO3)c1`?
aSyn rescue: -11%; EPAC2 ag: 0%; EPAC2 antag: 12%; EPAC1 antag: 18%; PTHR1 ag: -33%[inhibitor]; EPAC1 ag: -3%; TDP43 rescue: -24%; FUS yeast rescue: 4%

Results for Cc1ccc([N+](=O)[O-])cc1N=Cc1ccc(Br)s1 ?
aSyn rescue: -4%; EPAC2 ag: 6%; EPAC2 antag: 4%; EPAC1 antag: 6%; PTHR1 ag: inactive; EPAC1 ag: 6%; TDP43 rescue: -19%; FUS yeast rescue: -3%

Results for CS(=O)(=O)Nc1nc2ccccc2[nH]1 ?
aSyn rescue: -1%; EPAC2 ag: -2%; EPAC2 antag: 25%; EPAC1 antag: -11%; PTHR1 ag: inconclusive; EPAC1 ag: -20%; TDP43 rescue: -9%; FUS yeast rescue: -12%

What do the screens show for `Cn1c(=O)[nH]c(=O)c2c1nc(N1CCCC1)n2CCCSc1nc2ccccc2o1`?
aSyn rescue: 6%; EPAC2 ag: -1%; EPAC2 antag: 9%; EPAC1 antag: -5%; PTHR1 ag: -26%; EPAC1 ag: -1%; TDP43 rescue: 2%; FUS yeast rescue: 0%

Screening results (PubChem BioAssay)
